CHRM4 antagonist – CHRM4 antagonism in calcium assay; 0.73% of 360,000 active; inhibition, % at 3 µM; CHO-hM4 cells, ACh EC80, Fluo-8 calcium fluorescence; P08173;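 active = inhibition above its plate's cutoff, the mean inhibition of sample wells plus 3 SD, cut at about 27% in these data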;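 also: 0% = acetylcholine EC80 with DMSO and 100% = DMSO without agonist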
Target sequence (P08173 whole entry, looked up): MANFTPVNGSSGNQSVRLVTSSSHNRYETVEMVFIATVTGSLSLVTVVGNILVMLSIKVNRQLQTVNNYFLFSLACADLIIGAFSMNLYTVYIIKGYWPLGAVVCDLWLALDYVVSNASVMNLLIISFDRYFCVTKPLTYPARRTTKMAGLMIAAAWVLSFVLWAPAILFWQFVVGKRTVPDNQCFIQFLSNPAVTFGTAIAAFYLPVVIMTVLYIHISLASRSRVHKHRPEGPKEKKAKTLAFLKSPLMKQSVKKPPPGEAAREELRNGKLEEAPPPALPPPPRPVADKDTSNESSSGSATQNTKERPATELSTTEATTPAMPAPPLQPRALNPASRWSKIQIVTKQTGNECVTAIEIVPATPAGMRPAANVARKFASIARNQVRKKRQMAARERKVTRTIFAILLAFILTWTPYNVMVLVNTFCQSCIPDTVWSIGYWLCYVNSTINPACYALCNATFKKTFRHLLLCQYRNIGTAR
M5 ag – agonists of human muscarinic M5 receptor (CHRM5); P08912; CHO-K1 hM5 cells, Fluo-8 calcium fluorescence; 0% DMSO wells, 100% maximal acetylcholine response; activation, % at 3 µM; 0.19% of 360,000 active; AID 624037;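 active = activation above the run's mean over test compounds plus 3 SD, cut at about 23% in these data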;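 also: signal is peak over basal fluorescence ratio across the kinetic read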
CRFBP-R2 block – CRF-BP/CRF-R2 complex antagonism | inhibition, % at 11.8 µM | 0.59% of 350,000 active | AID 588475 | HEK293 CRF-R2/CRF-BP, CRF-induced calcium fluorescence;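 active = inhibition of the ligand-induced calcium signal above about 50% at the single tested concentration, limit read from the data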
CHRM1 PAM – human CHRM1 positive allosteric modulation. P11229. 0.088% of 360,000 active. CHO-K1 hM1, Fluo-8 calcium fluorescence, ACh EC20; 0% = ACh EC20, 100% = maximal ACh. activation, % at 3 µM; in the data active = activation above about 19%, passing the limit was not always enough
Target sequence (P11229 whole entry, looked up): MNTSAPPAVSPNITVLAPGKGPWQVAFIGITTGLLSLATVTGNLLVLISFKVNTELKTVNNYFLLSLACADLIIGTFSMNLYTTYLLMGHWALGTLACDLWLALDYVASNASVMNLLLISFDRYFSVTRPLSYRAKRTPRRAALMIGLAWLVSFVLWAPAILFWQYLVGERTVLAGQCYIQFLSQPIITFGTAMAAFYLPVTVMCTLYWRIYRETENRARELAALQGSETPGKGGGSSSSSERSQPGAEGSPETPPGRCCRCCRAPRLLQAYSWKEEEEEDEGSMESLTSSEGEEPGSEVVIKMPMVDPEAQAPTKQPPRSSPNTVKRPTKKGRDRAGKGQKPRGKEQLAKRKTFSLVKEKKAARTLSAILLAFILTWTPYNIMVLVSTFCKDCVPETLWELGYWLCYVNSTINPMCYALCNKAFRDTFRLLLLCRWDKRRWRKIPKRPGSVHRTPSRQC
CRFBP-R2 agonist – agonists of human CRF-binding protein/CRF-R2 receptor complex; HEK293 CRF-R2/CRF-BP, calcium dye fluorescence (FLIPR); percent of saturating CRF peptide response; activation, % at 13.2 µM; 0.46% of 350,000 active;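 active = activation of at least 50%, plus an integration ratio under a set limit after plate pattern correction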;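 also: plate controls were neutral control wells without compound for no effect and CRF at EC100 for full effect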
M4 PAM – CHRM4 positive allosteric modulation | P08173 | CHO-K1 hM4/Gqi5, Fluo-8 calcium fluorescence, ACh EC20; 0% = ACh EC20, 100% = maximal ACh | activation, % at 3 µM | 0.4% of 360,000 active;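 active = activation above its plate's cutoff, the mean activation of sample wells plus 3 SD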; also: some results filed as inactive read as strong as hits
CHRM5 antagonist – blocks acetylcholine activation of human M5 receptor; P08912; CHO-hM5 cells, Fluo-8 calcium fluorescence, ACh EC80; inhibition, % at 3 µM; 0.59% of 360,000 active;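 active = inhibition above a per-plate cutoff, the mean of that plate's test compounds plus 3 SD, cut at about 27% in these data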;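 also: 0% = acetylcholine EC80 with DMSO and 100% = DMSO without agonist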
M4 ag – agonists of human muscarinic M4 receptor (CHRM4) | CHO-K1 hM4/Gqi5, Fluo-8 calcium fluorescence; vehicle 0%, full acetylcholine response 100% | activation, % at 3 µM | 0.14% of 360,000 active;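 active = activation above the run mean over all test wells plus 3 SD, cut at about 32% in these data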;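 also: peak over basal fluorescence ratio per well then scaled between controls; 0% = DMSO wells and 100% = acetylcholine at EC100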
M5 PAM – potentiates acetylcholine response at human M5 receptor; CHO-K1 hM5, Fluo-8 calcium, ACh EC20 PAM; 0% = ACh EC20, 100% = ACh EC100; P08912; 0.3% of 360,000 active; AID 624038; activation, % at 3 µM;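 active = activation above the run cutoff, the mean activation of all test compounds plus 3 SD, cut at about 18% in these data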
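System: CHO-K1 cell line with stable human muscarinic M5 receptor expression | Also added: EC20 acetylcholine as agonist stimulus | Compound: One concentration, 3 µM final (nominal) | Timing: Fluo-8 loading 80 min at 37 °C plus 30 min room temperature | Measured by: Fluo-8 calcium dye fluorescence, kinetic read | Read-out basis: % activation, ACh-normalized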
Active calls of the source: *; nt = not tested or not shown.

#	SMILES	CHRM4 antagonist	M5 ag	CRFBP-R2 block	CHRM1 PAM	CRFBP-R2 agonist	M4 PAM	CHRM5 antagonist	M4 ag	M5 PAM
1	COc1ccc2c(c1)c(=O)oc1c(C)c(OCc3cc(C(=O)O)oc3C)ccc12	2	-1	18	12	-1.9	5	3	2	4
2	O=C(NCc1ccccc1)c1ccccc1CO	-3	3	0	8	-1.3	16	5	1	-2
3	Cc1ccn(CCC(=O)NC2CCCc3c2cnn3-c2cccc(C)c2C)n1 (configuration not stated)	-4	7	10	0	-0.2	-6	-3	3	-2
4	Fc1ccc(NC(=S)N2CCc3[nH]c4ccccc4c3C2)cc1	0	9	-1	-4	-5.3	-6	3	6	-9
5	CN(CCNC(=O)c1cc2c(=O)n(C)c3ccccc3c2n1C)Cc1ccccc1	-13	0	8	-7	-3.1	1	2	3	0
6	CCC(C)[C@H](NC(=O)N1CCn2c1nc1ccccc12)C(=O)NCC1CCCO1 (some centres not stated)	0	-2	1	19	1.0	0	-15	2	5
7	CC1C(=O)N(Cc2cn(CCC3OCCCO3)nn2)CCS(=O)(=O)N1Cc1ccc(-c2ccc(Cl)nc2)cc1 (configuration not stated)	2	-1	4	3	-0.1	2	8	4	-2
8	C/C(=N\NC(=O)CSc1nc2ccccc2s1)c1ccco1	2	1	5	2	-9.2	5	8	1	21*
9	Cc1cn(CC(=O)N2CCN(c3ccccn3)CC2)c(=O)[nH]c1=O	-7	2	96*	8	1.4	9	-1	0	-3
10	CC(C)N(Cc1nccn1C)C(=O)C1CCC(=O)N(CCc2ccccc2)C1 (configuration not stated)	-5	0	13	9	2.5	7	-3	1	8

Random excerpt: 2 entries already listed, in no set order.
#	SMILES	CHRM4 antagonist	M5 ag	CRFBP-R2 block	CHRM1 PAM	CRFBP-R2 agonist	M4 PAM	CHRM5 antagonist	M4 ag	M5 PAM
2	O=C(NCc1ccccc1)c1ccccc1CO	-3	3	0	8	-1.3	16	5	1	-2
8	C/C(=N\NC(=O)CSc1nc2ccccc2s1)c1ccco1	2	1	5	2	-9.2	5	8	1	21*

Other compounds follow:
#	SMILES	CHRM4 antagonist	M5 ag	CRFBP-R2 block	CHRM1 PAM	CRFBP-R2 agonist	M4 PAM	CHRM5 antagonist	M4 ag	M5 PAM
11	CC(C)Cc1nnc(NC(=O)CS(=O)(=O)Cc2ccccc2)s1	-2	4	-5	-9	-0.5	0	-12	1	8
12	Cc1ccccc1CNC(=O)C1CCC(=O)N(C2CCCCCC2)C1 (configuration not stated)	4	-1	-2	9	-0.9	-3	6	2	-4
13	O=C(CN1C(=O)NC2(CCCC2)C1=O)Nc1nc(-c2ccc(F)c(F)c2)cs1	6	6	-1	3	-1.3	-1	3	13	-21
14	COc1ccc(NC(=O)C2=Cc3cccc(OC)c3OC2)cc1	-2	-5	6	10	0.7	-4	5	4	-4
15	Cc1csc(NC(=O)CSc2ncnc3c2cnn3-c2ccccc2Cl)n1	10	0	30	-8	-0.4	-14	11	12	-22
16	CC1=NN(C(N)=S)C(=O)C1N=Nc1c(C)cc(C)cc1C (configuration not stated)	-3	-7	-4	5	-1.1	5	-1	-1	1
17	COc1cc(-c2c(-c3cccc(C)c3)oc3ccccc23)cc(OC)c1OC	-6	4	-3	9	0.8	1	6	1	-2
18	COc1cc(NC(=O)COc2ccc(F)cc2)nc(OC)n1	1	5	-6	6	-0.6	6	-3	2	-4
19	CCN(CC)S(=O)(=O)c1ccc(F)cc1	-8	3	-8	4	4.6	10	4	0	-5
20	Cc1cccc(-n2c(C)cc(/C=N/NC(N)=S)c2C)c1	17	-4	12	-5	0.7	-4	3	-1	-1
21	COc1cc(C)c(C(C)C)cc1S(=O)(=O)N1CCOCC1	1	-3	16	-2	-1.1	5	-3	1	0
22	Oc1ccc(-c2nccc(-c3ccc(Cl)cc3)n2)cc1	0	-6	-27	5	1.4	11	13	-1	-7
23	C=CCn1c(SCCCc2ccccc2)nc2c1c(=O)[nH]c(=O)n2C	4	7	-18	-5	-1.7	-2	2	13	-4
24	Cc1ccc(S(=O)(=O)N2C3CCCCC3O[C@H]2CC(=O)Oc2ccccc2)cc1 (some centres not stated)	-39	-3	nt	nt	nt	-1	-1	-1	-6
25	O=C(Cc1cccc2ccccc12)Nc1ccc(O)cc1C(=O)O	-3	0	1	6	-0.7	7	-1	0	6
26	C/C(CC(=O)Nc1cc(C)ccn1)=N\NC(=O)c1ccc(C)cc1	-8	-1	6	10	0.4	2	-11	0	-7
27	O=C(NCCO)C(=O)NCC1CCCN1S(=O)(=O)c1cccs1 (configuration not stated)	3	1	-1	8	-0.2	-2	4	0	0
28	NC(=O)c1ccc(N2CCOCC2)nc1	3	0	-1	4	-2.0	2	3	1	-4
29	CS(=O)(=O)N1CCC2(CC1)OCCN2S(=O)(=O)c1ccccc1	-6	7	2	6	0.1	4	-5	1	-1
30	COc1ccc(NS(=O)(=O)c2ccc(-c3ccccn3)s2)cc1	-1	6	-7	-6	-3.5	-10	12	11	-17
31	Cc1ccc(S(=O)(=O)NCCC(=O)Nc2nccs2)cc1	-1	-2	13	4	0.2	5	-5	0	9
32	CCn1cc[n+](C)c1P(c1ccccc1)c1ccccc1	4	-9	-4	6	0.7	-2	3	1	-3
33	O=C(NCCc1ccccc1)N1c2ccccc2Sc2ccccc21	-18	-13	-6	-17	-1.1	-12	-7	3	-26
34	Cc1cccc(OCc2nc(C)cc(=O)[nH]2)c1	2	-2	-10	4	3.7	3	-3	1	-3
35	O=C(NCc1ccco1)c1ccc(COCC(F)(F)C(F)F)cc1	-20	-5	15	0	-0.5	0	-5	1	2
36	Cc1c(CCCN)c2ccccc2n1Cc1ccccc1	-1	-15	-7	-3	-2.3	-16	1	11	-1
37	CN(Cc1nccs1)C(=O)C1CCC(=O)N(Cc2ccccc2F)C1 (configuration not stated)	-2	-5	-16	4	-0.5	2	7	1	-3
38	N#C/C(=N/O)c1nc(-c2ccc(F)cc2)cs1	0	6	15	1	-0.4	-4	7	5	-7
39	O=C(c1nc2ccc(Cl)cn2c1CN1CCCC(CO)C1)N1CCc2ccccc2C1 (configuration not stated)	0	-4	-9	2	-0.8	-4	-5	2	-2
40	COc1ccccc1NC(=O)c1coc(=O)c(Br)c1	0	-4	12	-1	0.1	-5	9	0	-3
41	CCOC(=O)c1c(C)n(C)c2ccc(OCC(O)CNCCc3ccccc3)cc12 (configuration not stated)	-3	-3	-12	6	0.5	3	4	4	-4
42	COc1ccc(CCCC(=O)Nc2cc(C)ccc2OC)cc1	2	-3	20	5	-3.0	0	8	-2	-1
43	CC(CCc1ccccc1)NC(=O)CN1C(=O)NC2(CCCCC2C)C1=O (configuration not stated)	-9	0	-10	12	-0.3	21	18	1	-1
44	O=[N+]([O-])c1ccc(N2CCNCC2)cc1Sc1nc2ccccc2[nH]1	-1	-3	-9	-2	-3.7	-4	9	0	-4
45	COc1ccc(C2c3ccc4ccccc4c3Oc3ncn(CCCN(C)C)c(=N)c32)cc1 (configuration not stated)	-1	-5	-16	11	1.2	-2	1	3	-1
46	CCCC(=O)c1ccc(N2CCOCC2)c(F)c1	-4	-1	-6	-4	-1.6	-4	12	2	1
47	OC(COc1ccccc1CNCc1cccnc1)CN1CCc2ccccc2C1 (configuration not stated)	0	-10	3	-6	-1.1	-13	4	3	0
48	Cc1ccc(NS(=O)(=O)c2cccc(C(=O)N(C)Cc3cccs3)c2)cc1	-2	-1	3	-1	0.4	-2	7	7	-11
49	COc1ccc(Cl)cc1NC(=O)C(OC)c1ccccc1 (configuration not stated)	0	-9	7	10	-1.4	2	-1	-1	10
50	CCOc1ccc(N2C(=O)CC(NC3CCN(C(=O)c4cccc(Cl)c4)CC3)C2=O)cc1 (configuration not stated)	4	-5	2	17	0.2	8	3	1	0
51	COC(=O)CSc1nnc(-c2ccc(S(=O)(=O)N3CCCC3)cc2)n1C	1	-2	14	3	-1.2	3	7	1	-5
52	CCOC(=O)C1CCCN(C(=O)c2ccc(CS(=O)(=O)c3ccc(Br)cc3)o2)C1 (configuration not stated)	-4	5	2	-1	-1.3	-1	-2	6	-10
53	CCS(=O)(=O)c1ccc(-c2csc(-c3ccc(Cl)cc3)n2)c(Cl)c1Cl	-20	-1	-3	-6	4.8	3	5	1	2
54	COc1ccc2[nH]c3c(c2c1)CCNC3C1CC=C(C)CC1 (configuration not stated)	1	4	5	0	6.2	2	6	8	-2
55	CCOC(=O)C(C(=O)Nc1nc2ccccc2s1)C1CCCCC1 (configuration not stated)	4	-1	-56	1	0.9	-5	3	-1	-6
56	CC(C)(C)CC(=O)Nc1ccc(S(=O)(=O)N2CCCC2)cc1	0	0	-9	5	-1.7	-4	-1	1	-2
57	CC1CCCC(NC(=O)CCN2C(=O)COc3ccccc32)C1C (configuration not stated)	-9	-4	-9	6	1.0	-1	8	1	-8
58	CC(=O)CCS(=O)(=O)c1ccc(NC(C)=O)cc1	6	4	14	3	0.4	3	-5	0	-1
59	Cn1nc(C(F)(F)F)c2cc(NC(=O)OCC(C)(C)C)sc21	-3	-11	4	6	0.3	-2	-5	-1	13
60	CC(NC(=O)COC(=O)c1nc(Cl)ccc1Cl)c1ccccc1 (configuration not stated)	11	-1	8	-4	-1.3	-2	13	-1	-2
61	CCOC(=O)c1c(NC(=O)CC)sc(C(=O)N2CCCCC2)c1C	-14	2	-13	15	-0.5	10	-2	2	1
62	CCOc1ccc(-c2c(=O)n(OCc3ccccc3Br)c3ccccc3[n+]2[O-])c(OCC)c1	8	-2	30	3	-0.2	-2	9	0	0
63	CCN(CC)S(=O)(=O)c1ccc2c(c1)nc(SCc1nc3ccsc3c(=O)[nH]1)n2CC	5	1	-8	4	-0.1	-4	3	6	-6

Source: PubChem (several laboratories)
